# LEDGF integ inh – blockers of LEDGF/p75-dependent integrase strand transfer – biochemical, TR-FRET, high throughput, primary screen. AID 743269, 2014. 370,000 compounds, 0.64% hits. TR-FRET IN-LEDGF/p75 DNA integration, Eu/Cy5. HIV-1 integrase (with human LEDGF/p75). inhibition, % at 3.7 µM;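 active = inhibition above the screen-wide mean plus 3 SD, cut at about 13% in these data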;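 also: signal is the Cy5 over europium emission ratio at 671 and 618 nm; 0% = plate median of compound wells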
# PG9 Ab binder – binders of HIV-1 gp120 antibody PG9, primary screen, biochemical, TR-FRET | TR-FRET gp120-PG9 antibody binding | HIV-1 gp120 / PG9 antibody interaction | 360,000 compounds, 0.43% hits | inhibition, % at 6.7 µM; in the data active = inhibition above about 8.5%
# PRMT1 inh – PRMT1 methyltransferase inhibitors, primary screen, biochemical, fluorescence polarization; AID 652257, 2013; Protein arginine N-methyltransferase 1 (Homo sapiens), Q99873; 370,000 compounds, 1.3% hits; inhibition, % at 2.79 µM; recombinant PRMT1, activity-based probe fluorescence polarization;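 active = inhibition above about 21% made by adding two undisclosed values, limit read from the data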
# Target sequence (Q99873 whole entry, looked up): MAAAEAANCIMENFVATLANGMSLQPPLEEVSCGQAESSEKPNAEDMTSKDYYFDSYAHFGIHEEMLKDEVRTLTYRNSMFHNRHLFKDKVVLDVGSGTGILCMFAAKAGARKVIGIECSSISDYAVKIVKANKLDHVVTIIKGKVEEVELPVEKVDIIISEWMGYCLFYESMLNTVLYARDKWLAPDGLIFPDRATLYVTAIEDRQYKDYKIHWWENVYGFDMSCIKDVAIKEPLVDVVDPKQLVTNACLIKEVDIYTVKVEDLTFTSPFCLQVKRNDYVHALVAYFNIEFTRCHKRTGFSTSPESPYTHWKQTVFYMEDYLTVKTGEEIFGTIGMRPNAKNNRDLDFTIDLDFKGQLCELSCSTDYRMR
# SIAE primary – human SIAE inhibitors, primary screen, biochemical, fluorescence polarization, FP-Rh probe, 1536-well HTS. 370,000 compounds, 0.69% hits. AID 1053197, 2014. inhibition, % at 9.66 µM. Sialate O-acetylesterase (Homo sapiens), Q9HAT2. SIAE FP-Rh probe binding;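 active = inhibition above a cutoff: mean of compounds within the control limits plus 3 SD of those, cut at about 17% in these data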;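 also: 0% = plate median of compound wells and 100% = probe without SIAE protein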
# ABHD4 inh – ABHD4 inhibitors, primary screen, biochemical, fluorescence polarization, mouse; purified mABHD4, FP-Rh probe fluorescence polarization; 370,000 compounds, 0.54% hits; inhibition, % at 8.92 µM; AID 720543, 2013; (Lyso)-N-acylphosphatidylethanolamine lipase (Mus musculus), Q8VD66;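 active = inhibition exceeding the mean over every tested compound plus 3 SD, cut at about 30% in these data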;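 also: 0% = plate median of compound wells and 100% = S159A mutant with DMSO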
#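 Test system: mouse ABHD4 enzyme, wild type. Reagent: FP-Rh fluorescent activity-based probe, added after compound pre-incubation. Timing: pre-incubation 45 min, probe exposure 60 min, at 25 °C. Technique: FP readout, ex 525 nm / em 598 nm. Benchmarks: high control S159A mutant with DMSO, low control median of compound wells.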
# rCAG RNA binder – binders of r(CAG) RNA repeats, primary screen, biochemical, fluorescence; 370,000 compounds, 1.3% hits; r(CAG) RNA repeat, TO-PRO-1 dye displacement fluorescence; inhibition, % at 3 µM;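 active = inhibition above the plate cutoff, the mean of all test compounds on that plate plus 3 SD, cut at about 35% in these data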;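 also: 0% = DMSO alone and 100% = 100 µM mitoxantrone as full dye displacement; higher means more dye released from RNA so lower well fluorescence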
# Rev-erbA mod – modulators of Rev-erb alpha DNA binding, primary screen, biochemical, FITC-DNA, fluorescence polarization, uHTS; Nuclear receptor subfamily 1 group D member 1 (Homo sapiens), P20393; Rev-erbα–FITC-DNA binding, 90 min; activity, % at 10 µM; 370,000 compounds, 0.79% hits; AID 1259318, 2017;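 active = activity above about 14%, limit read from the data; passing the limit was not always enough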;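 also: 0% = DMSO wells with 35 nM protein and 100% = DMSO wells with 750 nM protein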
# Target sequence (P20393 whole entry, looked up): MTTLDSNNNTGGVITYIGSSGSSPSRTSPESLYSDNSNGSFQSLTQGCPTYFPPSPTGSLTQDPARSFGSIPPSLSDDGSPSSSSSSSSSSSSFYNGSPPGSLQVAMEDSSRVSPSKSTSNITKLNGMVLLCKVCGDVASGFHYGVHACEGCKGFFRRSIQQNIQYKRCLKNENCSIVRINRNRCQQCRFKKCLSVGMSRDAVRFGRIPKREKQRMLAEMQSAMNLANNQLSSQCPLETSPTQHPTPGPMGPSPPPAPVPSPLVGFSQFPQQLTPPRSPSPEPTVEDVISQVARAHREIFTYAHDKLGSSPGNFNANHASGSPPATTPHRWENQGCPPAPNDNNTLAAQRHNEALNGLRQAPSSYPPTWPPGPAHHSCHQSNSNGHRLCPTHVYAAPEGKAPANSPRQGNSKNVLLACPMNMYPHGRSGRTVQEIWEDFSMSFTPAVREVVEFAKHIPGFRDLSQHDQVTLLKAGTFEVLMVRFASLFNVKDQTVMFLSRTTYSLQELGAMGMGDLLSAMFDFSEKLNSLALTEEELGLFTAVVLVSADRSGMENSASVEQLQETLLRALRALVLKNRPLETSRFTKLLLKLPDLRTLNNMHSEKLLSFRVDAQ
# HTRA1 inhibitor – HTRA1 serine protease inhibitors, primary screen, biochemical, fluorescence polarization, HTS | recombinant HTRA1, FP-rhodamine activity-based probe | inhibition, % at 5.96 µM | 340,000 compounds, 0.5% hits; in the data active = inhibition above about 36%;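 also: 0% = enzyme with DMSO and 100% = wells lacking enzyme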
# TDP2 inh – human TDP2 enzyme inhibitors, primary screen, biochemical, epi absorbance, recombinant enzyme | Tyrosyl-DNA phosphodiesterase 2 (Homo sapiens), O95551 | T5PNP hydrolysis, p-nitrophenol absorbance 415 nm | inhibition, % at 12.8 µM | 370,000 compounds, 0.34% hits | AID 720702, 2013;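 active = inhibition above the mean of all tested compounds plus 3 SD, set per campaign, cut at about 25% in these data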;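 also: 0% = DMSO with enzyme and 100% = buffer with substrate but no TDP2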
#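 Test system: Human TDP2 enzyme | Reagent: 5 mM T5PNP | Compound dosing: 12.8 µM single point, 1% DMSO | Incubation: Enzyme reaction with compound for 2 h at 37 °C | Technique: p-Nitrophenol epi absorbance | Read-out: % inhibition relative to enzyme-containing and enzyme-free wells | Benchmarks: High control without enzyme, low control DMSO plus TDP2 | Replicates: Singlicate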
# TCR CD3 inh – inhibitors of human TCR-CD3 interaction, primary screen, biochemical, fluorescence, TAMRA-labeled TCR probe; T-cell receptor (TCR); inhibition, % at 9.4 µM; 360,000 compounds, 0.37% hits; in the data active = inhibition above about 19%;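 also: recombinant mutant TCR 2C K166C tagged with TAMRA read by polarization; 0% = receptor in buffer alone and 100% = receptor with positive control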
# Active calls of the source: *; nt = not tested or not shown; & = joins results of further samples. Only part of the results is shown (hit frequency here may not be typical).
molecule	SIAE primary	LEDGF integ inh	PG9 Ab binder	TDP2 inh	Rev-erbA mod	HTRA1 inhibitor	TCR CD3 inh	PRMT1 inh	ABHD4 inh	rCAG RNA binder
Cc1cc(C)cc(NC(=O)COC(=O)c2n[nH]c3ccccc23)c1	-20.7	-0.3	-0.9	-5.8	-2.4	-23.9	-2.4	3.0	-39.1	11.9
CC1CCN(c2ccc(C(=O)NCc3cccs3)cn2)CC1	-2.5	1.1	-1.4	13.9	0.1	-3.7	4.6	-2.6	-4.1	-6.7
CCOc1ccc(NC(=O)C(CC(=O)O)Cc2ccc(C)cc2)cc1 (stereo unspecified)	-1.1	-1.1	0.0	-10.9	-5.0	3.9	1.9	-3.2	-0.8	3.4
COc1ccc(CNS(=O)(=O)c2cc3c(cc2C)N(C)CCO3)cc1	5.0	-1.9	-2.3	1.5	5.3	8.2	-5.6	-2.9	-3.9	0.8
COC(=O)C1(C(=O)OC)NOC2C(=O)N(c3ccccc3)C(=O)C21 (stereo unspecified)	8.5	-0.2	2.5	3.4	6.1	-4.5	2.0	3.4	2.7	1.2
COc1cc(CCC(=O)OCC(=O)N(CCC#N)c2ccccc2)cc(OC)c1OC	5.7	-7.5	0.1	4.0	-1.3	-0.7	-1.7	2.0	3.1	-8.6
O=C1NC(=O)C(c2cn(-c3ccccc3)nc2-c2ccc(F)cc2)N1 (stereo unspecified)	2.6	-0.7	1.1	-10.5	-6.0	-3.4	7.2	-1.4	-2.8	-2.2
O=C(NC(Cc1ccccc1)C(=O)O)/C(=C\c1ccc(Br)cc1)NC(=O)c1ccc(Br)o1 (stereo unspecified)	-4.3	6.5	-1.6	20.3	3.3	-5.8	2.0	3.7	-1.1	27.0
CC(NC(=O)c1ccc(F)cc1Cl)C1CC2CCC1C2 (stereo unspecified)	9.1	1.8	1.6	0.9	-1.0	0.0	1.2	1.3	5.7	-0.5
COc1cc(Br)c(C2CC(=O)Nc3cc(OC)c(OC)cc32)cc1OC (stereo unspecified)	-13.0	-0.7	-1.0	10.5	-4.2	3.1	2.4	3.5	2.0	-3.6
Cc1nnc(NS(=O)(=O)c2ccc(F)cc2)s1	1.7	-0.7	-0.8	5.7	-2.8	1.8	2.6	-2.5	-3.0	4.2
COc1cccc(NC(=O)NC2CCCCN(Cc3ccccc3C)C2=O)c1 (stereo unspecified)	-0.1	1.8	nt	11.4	5.3	nt	nt	-5.0	2.0	0.9
O=C(COc1ccccc1)Nc1ccc2c(c1)C(=O)N(CC1CCCO1)C2=O (stereo unspecified)	-0.6	-4.2	-0.4	-1.2	2.9	0.3	-4.3	2.4	-1.1	-6.2
O=C(Nc1nc(-c2ccc3c(c2)OCCO3)cs1)c1ccc(S(=O)(=O)N2CCCCC2)cc1	-64.7	-0.2	-0.4	-3.3	-2.4	-35.5	-2.6	3.3	-12.9	14.7
CCc1nc(Nc2ccc3c(c2)OCCO3)c2oc3ccccc3c2n1	5.7	0.1	-1.6	-0.4	0.0	-0.8	7.1	-0.3	9.4	9.6
O=C(O)/C=C/C(=O)c1ccc2c(c1)NC(=O)CO2	-8.9	1.3	1.1	5.6	-2.6	5.2	-3.9	34.8*	-1.9	-2.1
CCC(O)(CC)C(=O)N/N=C/c1cc(Br)cc(Br)c1O	9.3	-1.7	-2.8	5.7	-5.7	20.9	8.6	-2.9	-10.1	4.9
CCN(CC)CCCC(C)NC(=O)c1cc(=O)c2ccccc2o1 (stereo unspecified)	-3.9	5.0	-0.8	-3.6	3.1	2.2	11.7	-0.1	-0.2	-0.5
Cc1ccc(OCC(=O)Nc2ccc(Cl)cc2)c([N+](=O)[O-])n1	-7.9	2.4	-1.8	-2.5	-2.9	0.0	9.3	-0.7	-0.5	0.9
CCCc1c(C(=O)N/N=C/c2ccc(OCc3ccccc3)cc2)nnn1-c1nonc1N	-2.4	4.3	-1.9	-5.4	-6.3	3.9	0.3	-3.7	-2.5	4.1

# Additional records.
molecule	SIAE primary	LEDGF integ inh	PG9 Ab binder	TDP2 inh	Rev-erbA mod	HTRA1 inhibitor	TCR CD3 inh	PRMT1 inh	ABHD4 inh	rCAG RNA binder
COc1cc(OC)cc(-c2c(-c3cccs3)c3cc(-c4cnc(OC)nc4)ccc3n2C)c1	5.1	2.0	-1.8	12.7	3.8	-16.6	-12.1	3.3	-4.1	12.7
CN(Cc1ccon1)Cc1cn(C)nc1-c1cccc(Cl)c1	-8.2	-1.5	-3.7	7.8	4.2	-0.3	-3.4	2.5	-4.6	-5.4
C/C(=N\O)C(C)(C)Nc1cccc(Br)c1	11.3	-1.2	-0.8	-6.4	8.8	-0.8	5.5	-0.6	5.1	-2.2
Cc1c(S(=O)(=O)c2ccccn2)c(N)n(Cc2ccccc2Cl)c1C	-20.4	-1.9	-1.2	8.8	1.9	1.8	-31.3	6.3	-4.5	3.7
CCOC(=O)N1CCN(C(=O)c2ccc(S(=O)(=O)Nc3ccc(C)cc3)cc2)CC1	-0.1	-0.6	0.3	-2.8	-4.3	-0.1	1.8	-1.4	-3.7	3.7
O=C(Cc1coc2ccc3ccccc3c12)Nc1nccs1	-3.6	-0.5	-0.1	-7.0	1.8	-22.1	1.6	5.4	-18.5	14.0
CCOC(=O)c1ccc(NC(=S)NN2CCN(C)CC2)cc1	0.3	4.6	-2.0	-9.5	1.8	1.6	-0.6	-0.2	2.6	-4.1
COc1ccc(-c2csc(C(NC(C)=O)c3ccccc3)n2)cc1 (stereo unspecified)	0.0	1.4	-0.7	-6.2	-6.9	nt	-0.4	1.9	6.0	0.9
COC(=O)c1ccccc1S(=O)(=O)N1CCC(C(=O)OCC(=O)NCC(F)(F)F)CC1	-7.3	-6.6	1.0	-16.1	-3.4	1.5	-9.5	7.4	-12.0	-5.2
C/C=C\C=C/C(=O)Nc1cccc(C2=NOC3(C2)C[C@H](C(N)=O)N(C(=O)CC)C3)c1 (stereo partly specified)	-28.9	-0.7	-0.9	7.1	-0.7	-2.9	3.8	8.8	-2.5	14.5
COc1cccc(NC(=O)CN2C(=O)NC(C)(C3CC3)C2=O)c1 (stereo unspecified)	-0.6	3.2	-0.7	9.1	7.5	-3.3	5.3	-1.1	1.5	0.1
O=C(c1ccc(NS(=O)(=O)c2cccc(F)c2)cc1)N1CCCCC1	0.7	4.2	-0.7	5.1	-2.2	3.3	6.7	-5.1	-0.4	2.0
Cc1ccc(NC(=O)C2CCC2)cc1S(=O)(=O)N1CCCCCC1	4.1	0.0	0.0	-9.5	8.2	-13.1	-0.3	0.4	-10.0	-1.4
O=C(NCc1ccccc1)OC1CC2CC1[C@H]1CCCCN1C2=O (stereo partly specified)	-3.1	0.7	0.7	-7.6	3.5	nt	-5.1	8.1	-13.6	-1.1
CN(/N=C/c1ccc(Cl)cc1Cl)c1ncc(Cl)cc1C(F)(F)F	3.6	5.6	-2.4	3.5	-0.5	3.1	1.8	-6.2	3.3	-0.4
COC(=O)C1CN(Cc2cn(Cc3ccc(F)cc3)nn2)CCS(=O)(=O)N1Cc1ccc(C)cc1 (stereo unspecified)	1.8	-2.5	nt	-3.9	-4.4	nt	nt	-1.5	2.7	2.1
CCN(CC(=O)Nc1ccc2c(c1)OCCO2)C(=O)c1ccccc1Br	4.3	1.8	-0.5	-14.8	-2.6	9.1	6.5	-6.8	-3.1	2.8
CCSc1nc2c(c(=O)[nH]1)C(C(C)C)C(C#N)=C(N)O2 (stereo unspecified)	4.0	-5.4	-2.1	2.2	-6.2	-0.2	-0.3	-1.8	-5.0	-0.5
COc1ccc(OC)c(-c2cc(C3CCN(c4ncccc4[N+](=O)[O-])CC3)[nH]n2)c1	0.8	1.7	-0.3	-6.9	0.4	-34.0	-1.4	0.3	-5.5	7.4
COc1cc(OC)cc(-c2c(-c3cccs3)c3cc(-c4ccc5cc[nH]c5c4)ccc3n2C)c1	0.1	-0.2	-1.2	-1.3	-1.1	30.5	4.2	1.1	5.6	19.6

# Reprinted at random: 2 records from the list, in no set order.
molecule	SIAE primary	LEDGF integ inh	PG9 Ab binder	TDP2 inh	Rev-erbA mod	HTRA1 inhibitor	TCR CD3 inh	PRMT1 inh	ABHD4 inh	rCAG RNA binder
CC1CCN(c2ccc(C(=O)NCc3cccs3)cn2)CC1	-2.5	1.1	-1.4	13.9	0.1	-3.7	4.6	-2.6	-4.1	-6.7
COc1cccc(NC(=O)NC2CCCCN(Cc3ccccc3C)C2=O)c1 (stereo unspecified)	-0.1	1.8	nt	11.4	5.3	nt	nt	-5.0	2.0	0.9

# Next part
molecule	SIAE primary	LEDGF integ inh	PG9 Ab binder	TDP2 inh	Rev-erbA mod	HTRA1 inhibitor	TCR CD3 inh	PRMT1 inh	ABHD4 inh	rCAG RNA binder
CCOCC(=O)Nc1cc(C(=O)OC)ccc1C(=O)OC	0.8	1.6	-0.6	-1.5	2.6	-0.8	-0.3	-1.2	12.9	-3.8
CCC(=O)NC(C)c1cc(Cl)c2cccnc2c1O (stereo unspecified)	7.8	-6.2	-1.8	-2.3	-2.4	47.6*	4.0	-2.3	-1.3	0.2
COC(=O)c1cc(OC)c(OC)cc1NC(=O)Cc1ccccc1[N+](=O)[O-]	1.3	1.6	0.4	-2.4	-0.8	-4.4	-2.1	-1.1	-3.9	-1.1
CC(C)[N+](C)(CCOC(=O)C1c2ccccc2Oc2ccccc21)C(C)C	-1.3	3.0	0.1	2.0	-2.6&-5.5	-5.5	8.2	1.2	-0.2	4.3
O=C(CSc1nnc(SCc2ccccc2)s1)N/N=C/c1c(Cl)cccc1Cl	-3.6	-2.9	0.1	7.4	-0.8	-6.3	-0.5	-0.3	7.1	2.1
COCCOc1cc(N(CC(=O)N(C)C)S(=O)(=O)c2ccccc2)c(Cl)cc1Cl	-6.0	3.6	0.5	3.4	-0.3	3.9	1.0	-1.1	-3.1	-9.0
CCCOc1ccc(OC(=O)Cc2ccc(OC)c(S(=O)(=O)N3CCOCC3)c2)cc1	8.4	1.3	0.2	10.5	1.9	-4.9	0.9	-1.4	0.5	-4.8
COCCNC(=S)N1CCN(c2nc3ccccc3s2)CC1	1.4	-5.2	-0.3	-6.5	-1.9	0.6	-4.7	2.1	4.1	-4.7
CCOc1ccccc1N(CC(=O)Nc1ccc(OC)c(OC)c1)S(=O)(=O)c1ccccc1	4.6	-3.8	0.1	-15.5	-4.9	-3.1	-12.8	2.3	1.0	-2.6
CN(C)CCCNS(=O)(=O)c1ccc(Oc2ncc(C(F)(F)F)cc2Cl)cc1	-5.5	1.3	-0.6	-3.3	-0.1	-8.5	0.2	-1.1	3.6	-2.1
